DT40 TDP1 no CPT: qHTS for Inhibitors of human tyrosyl-DNA phosphodiesterase 1 (TDP1): qHTS in cells in absence of CPT; DT40 Tdp1-/- hTDP1 cells, no CPT, ATP luminescence, 48 h; Potency, µM (series often up to 46.2 µM), inactives show at the top dose activity change, negative = growth inhibition, usual class: inhibitors; 420,000 compounds, 15% hits; AID 686978, 2013; note: nearly all actives have a fitted effect of over 55% in size
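A cellular qHTS used chicken DT40 cells lacking endogenous Tdp1 but carrying stably transfected human TDP1. Compounds were applied without camptothecin, and cell growth kinetics were judged by ATP-dependent luminescence after ≥48 hr.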
TDP1 inh: blocks human tyrosyl-DNA phosphodiesterase 1; Potency, µM (series often up to 130 µM), without a hit: at the top dose activity change, negative = inhibition, most hits filed as inhibitors; 350,000 compounds, 0.28% hits; recombinant TDP1, AlphaScreen DNA substrate cleavage; Q9NUW8; note: nearly all actives have a fitted effect of over 40% in size
Target sequence (Q9NUW8 whole entry, looked up): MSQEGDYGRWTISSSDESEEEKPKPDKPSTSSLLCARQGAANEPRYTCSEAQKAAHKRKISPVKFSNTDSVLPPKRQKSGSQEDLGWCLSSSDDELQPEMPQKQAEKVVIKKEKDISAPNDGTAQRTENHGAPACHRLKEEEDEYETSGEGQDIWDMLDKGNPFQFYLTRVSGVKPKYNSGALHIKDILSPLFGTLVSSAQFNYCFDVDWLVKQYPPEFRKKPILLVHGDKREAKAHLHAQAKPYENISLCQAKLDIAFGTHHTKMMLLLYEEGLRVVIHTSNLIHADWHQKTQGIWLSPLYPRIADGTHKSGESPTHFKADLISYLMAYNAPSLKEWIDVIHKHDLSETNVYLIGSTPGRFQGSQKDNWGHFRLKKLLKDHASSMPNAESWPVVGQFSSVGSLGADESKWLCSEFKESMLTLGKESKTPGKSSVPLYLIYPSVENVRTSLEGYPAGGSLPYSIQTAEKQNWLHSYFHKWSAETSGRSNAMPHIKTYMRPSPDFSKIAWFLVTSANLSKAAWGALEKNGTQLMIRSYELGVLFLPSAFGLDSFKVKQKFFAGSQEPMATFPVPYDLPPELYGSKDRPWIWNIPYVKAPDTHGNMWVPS
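Recombinant E. coli-expressed Tdp1 (1 nM) preincubated with compound 15 min at RT, then 5'-biotin/3'-phosphotyrosine-FITC DNA substrate (15 nM) added for 5 min. AlphaScreen beads (10 ug/ml) added, 10 min RT; tyrosine-FITC cleavage read as signal loss.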
TDP1 cell CPT: DT40-hTDP1 cell growth loss with CPT; chicken DT40 Tdp1-/-;hTDP1 cells + 20 nM CPT, ATP luminescence, 48 h; Potency, µM (top dose mostly 46.2 µM), for the others: top-dose activity change, negative = growth inhibition, hits mostly inhibitors; 420,000 compounds, 12% hits; AID 686979; note: nearly all actives have a fitted effect of over 55% in size
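Chicken DT40 Tdp1-/- cells stably complemented with human TDP1 were seeded at 400 cells/well in medium containing 20 nM camptothecin, exposed to pin-transferred compounds, and grown at 37 °C for at least 48 hr. Viability was read as ATP luminescence.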
Starred values were filed as active, the others as inactive; ? = inconclusive; · = no result given; [ ] = remark or other dose. Calls come from the whole dose curve; as a rule, active = well fitted curve in the direction sought with a large enough effect; inconclusive = small, poorly fitted or top-dose-only effect, or another doubt; inactive = no such curve, though single readings can be large; an effect the other way counts as inactive or inconclusive. % is set by controls: 0 for no effect and ±100 for the full control effect; potency is the fitted concentration of half-maximal effect. No enrichment for hits (roughly 18% active in at least one column).

SMILES | DT40 TDP1 no CPT | TDP1 inh | TDP1 cell CPT
CC1CC(C)CN(c2nc3c(c(=O)n(C)c(=O)n3C)n2CCSc2nc3ccccc3o2)C1 (centres undefined) | 14.6µM* | · | 18.4µM*
Cn1cc([N+](=O)[O-])c(C(=O)Nc2ccc(Br)cn2)n1 | -6.0% | 1.1% | -18.5%
C=CCOc1ccc(/C=C2\SC(=Nc3cccnc3)NC2=O)cc1 | ? | 7.1% | 10.9%
CCCCc1ccccc1NC(=S)NC1CCCC1 | 18.4µM* | 2.3%[56.1 µM] | ?
Cc1nn(C)c(C)c1S(=O)(=O)N(CC(=O)N1CCc2ccccc21)c1ccc(C(C)C)cc1 | ? | -1.0% | -28.4%
O=C(Nc1cccc2ccccc12)N1CCCN(c2c(Cl)cncc2Cl)CC1 | ? | 2.9% | ?
O=C(Nc1cccc(Cl)c1)Nc1sccc1-c1nc2ccccc2s1 | ? | · | -2.3%
O=S(=O)(c1ccccc1)N1CCC(O)(CSc2ccccc2)CC1 | -18.0% | 5.0% | -5.1%
O=C(CSc1nnc(CNC(=O)c2ccccc2F)o1)c1ccccc1 | -29.8% | 4.1% | -22.2%
O=C(Cn1cnc2ccccc21)N/N=C/C(Br)=C/c1ccccc1 | 23.1µM* | 1.4% | 6.51µM*
Cc1cc2ncn(C(=O)c3ccc4c(c3)OCO4)c2cc1C | -11.4% | -2.1% | -18.2%
COc1ccccc1Cn1c(=O)oc2ccccc21 | -1.4% | · | -10.5%
CCOC(=O)CSc1nc2cc(C(=O)NCC3CCCO3)ccc2c(=O)n1Cc1ccco1 (centres undefined) | -16.9% | 0.0% | -5.3%
Cc1nn(C)c(C)c1NC(=O)CN1CCC(O)(c2ccc3c(c2)OCO3)CC1 | -9.1% | 3.8% | -4.5%
O=S(=O)(Nc1ccc(F)cc1)c1ccc(NS(=O)(=O)c2cccs2)cc1 | -11.4% | -9.5% | -5.7%
Cc1ccc(N(C)S(=O)(=O)c2cccc(C(=O)NNC(=O)c3ccncc3)c2)cc1 | -14.6% | 4.5% | -0.9%
O=C(O)c1cc(-c2cccc([N+](=O)[O-])c2)n[nH]1 | -2.9% | 2.3% | -7.4%
COc1ccc(C(=O)Nc2ccc3nc(C)c(C)nc3c2)cc1 | ? | · | ?
Cc1ccc([N+](=O)[O-])cc1NC(=O)/C=C/C(=O)O | 13.2% | 4.2% | 1.4%
Cc1nc(/C(N)=N/OC(=O)Cc2ccccc2)no1 | 0.9% | 0.5% | -14.4%
O=C(NNc1c(Cl)cccc1Cl)c1sc2ccccc2c1Cl | -24.1% | · | 8.8%
Cc1cc(Br)cn2c(Cc3ccsc3)c(-c3cccc(Cl)c3)nc12 | ? | · | -18.7%
COc1nccc(C(F)(F)F)c1C(=O)NC(=O)Nc1ccccc1 | -18.6% | 0.0% | -3.0%
O=C(CN1C(=O)NC2(CCCCCC2)C1=O)Nc1ccc2c(c1)CCC2 | 11.6µM* | 5.1% | ?
CN(C)S(=O)(=O)N1CCc2ccccc2C1 | -14.3% | -1.0% | -20.6%
COc1ccc(N2CCN(CCCNC(=O)c3cnn(-c4ccc(C)cc4)c3-n3cccc3)CC2)cc1 | 5.17µM* | 5.6% | 5.8µM*
CC(C)N(C(=O)Cn1cc(SCC(N)=O)c2ccccc21)C(C)C | 0.8% | 3.7% | 1.4%
CCOC(=O)c1ccc(-n2c(CN3CCC(C(N)=O)CC3)nc3ccc([N+](=O)[O-])cc3c2=O)cc1 | -11.2% | 5.3% | ?
Cc1c(C(=O)N2CCOCC2)sc2ncnc(N3CCc4ccccc4C3)c12 | 11.6µM* | 4.0% | 11.6µM*
CC(C)n1cnc2c(Nc3ccc(C(=O)O)cc3)nc(Cl)nc21 | 0.0% | 2.4% | -19.2%
CCc1nc2ccc(C(=O)Nc3ccc(NC(C)=O)cc3)cc2nc1CC | -23.3% | 2.7% | -21.2%
Cc1cccc(N2C(=O)c3cccc4c(N(C)CCO)ccc(c34)C2=O)c1 | 18.4µM* | 0.0% | ?
CCOC(=O)C1=C(C)NC(C)=C(C(=O)OCC)C1C(=O)OCC(=O)N1c2ccccc2CC1C (centres undefined) | 18.4µM* | 8.0% | ?
CC(C)(C)CC(=O)Nc1ccc(C(N)=O)cc1 | 4.1% | 2.2% | -5.0%
O=C(Nc1ccccc1Cl)Nc1ccnn1C1CCN(C(=O)c2cscn2)CC1 | 5.3% | -1.5% | 8.6%
CCCCCCCCN1[C@@H](CC(=O)OCC)c2ccc(C(F)(F)F)cc2S1(=O)=O | 25.9µM* | · | 12.6µM*
O=C(NC1CCCCCC1)c1ccc(CS(=O)c2ccc(Br)cc2)o1 (centres undefined) | ? | 2.3% | ?
C=C(C)CSc1nnc(-c2cccc(Cl)c2)n1N | -14.0% | 0.0% | 2.0%
COc1ccc2[nH]cc(CCNC(=S)NCCc3ccccc3)c2c1 | ? | 8.2% | ?
COC(=O)[C@@]12C[C@@H](CC(=O)NCCCCc3ccccc3)C(=O)N(CCc3ccc(OC)c(OC)c3)C1=CCC(C)(C)C2 | 20.6µM* | · | ?
Cc1noc(NC(=O)c2ccc(Cl)cc2)c1Cl | ? | -2.5% | 4.1%
Cc1cc(C)nc(NC(=O)/C=C/c2ccc(Cl)cc2)n1 | -8.0% | 2.5% | -6.4%
CCc1c(O)nc(SCc2ccccc2)n(C(C)CC)c1=O (centres undefined) | ? | 4.5% | ?
CCCc1nnc(NC(=O)CN2CCN(C)CC2)s1 | -7.8% | 1.0% | 1.7%
CC/C(=N\NC(=O)CNC(=O)/C=C/c1ccc(OC)cc1)c1ccccc1 | -13.3% | 9.3% | -1.9%
CCC1CCCCN1S(=O)(=O)c1cc2c3c(c1)CC(=O)N3CCC2 (centres undefined) | -23.4% | 5.2% | -22.1%
Cc1onc(-c2ccccc2)c1C(=O)N/N=C/c1ccc([N+](=O)[O-])s1 | 13µM* | 8.9% | 16.4µM*
CC(C)c1cc(C(=O)N2CCCC(CCC(=O)N3CCN(c4ccccn4)CC3)C2)no1 (centres undefined) | 23.1µM* | · | 23.1µM*
COc1ccc(Nc2nc3c(C)cccc3cc2C#N)c(OC)c1 | 6.1% | -1.8% | 2.1%
Fc1ccc(-n2cc(CNCCc3cccnc3)c(-c3ccccc3Cl)n2)cc1 | 23.1µM* | -5.1% | 14.6µM*
COc1ccc(OC)c(CNc2ncc(-c3cccc([N+](=O)[O-])c3)n2C)c1 | ? | · | 16.4µM*
COc1ccc2c(c1)c1c(c(=O)n(-c3ccccc3C)c(=O)n1C)n2C | -18.3% | 8.5% | -28.8%
CCOC(=O)N1CCN(C(=O)Nc2ccc3nc(-c4ccccn4)c(-c4ccccn4)nc3c2)CC1 | -2.9% | 4.5% | -2.6%
CSc1nc(=O)n(CCC#N)nc1SC | -19.5% | · | ?
Cc1cccc(C(=O)N(Cc2nc(-c3ccc(Cl)cc3)no2)C(C)C)c1 | ? | -0.9% | ?
COc1ccc(OCC(O)CN2C(=O)c3ccccc3C2=O)cc1 (centres undefined) | -7.4% | · | 0.0%
Cc1nn(Cc2ccccc2)c(Cl)c1/C=C/C(=O)OCC(=O)NC(C)C(C)C (centres undefined) | ? | 0.0% | 4.0%
CCOc1cc(C(=O)N2CCCC2)cc(OCC)c1OCC | -0.7% | 0.0% | -2.5%
COc1ccc(-c2noc(CN3CCN(c4ccccc4OC)CC3)n2)cc1OC | ? | 3.5% | 20.6µM*
Cc1cc2c(cc3c(SCc4ccc(Cl)cc4)nnc(C)n32)o1 | ? | 2.6% | ?
Continued.
SMILES | DT40 TDP1 no CPT | TDP1 inh | TDP1 cell CPT
COc1ccc(C2CC(c3ccccc3)=NN2C(=O)CN2CCN(Cc3ccccc3)CC2)cc1 (centres undefined) | 25.9µM* | 5.4% | ?
CC12CCC(=O)N1C(C(=O)Nc1nc(-c3ccccc3)cs1)CS2 (centres undefined) | 3.7% | · | -5.9%
Cn1c(N)c(C(=O)COC(=O)CCC2CCCCC2)c(=O)n(C)c1=O | -24.5% | 3.8% | -27.8%
O=C(CN1C(=O)C2CCCN2c2ncc(Cl)cc21)NCc1ccc2c(c1)OCO2 (centres undefined) | ? | 4.2% | ?
COc1cc(C(=O)NCC(=O)OCC(=O)Nc2nnc(-c3ccccc3)o2)cc(OC)c1OC | 7.3% | · | 5.8%
CCc1cc(/C(Cc2ccc3ccccc3n2)=N\O)c(O)cc1O | ? | 7.9% | ?
Cc1ccnc(N/N=C/c2ccccc2)n1 | -21.1% | 4.1% | 12.4%
CCOc1ccc(C(=O)CCN2CCCCCC2)cc1 | 2.91µM* | 8.4% | 3.66µM*
CCc1cccc2c(-c3ccccc3)nc(SCC(=O)Nc3ccc(OC)cc3)nc12 | 5.1% | 4.7% | -10.6%
CCCCc1cc(=O)oc2cc(OS(C)(=O)=O)ccc12 | ? | 1.3% | ?
COc1cc(-c2cc(-c3ccc(N)cc3)[nH]c(=O)c2C#N)cc(OC)c1OC | -17.4% | · | 1.2%
O=C(c1ccc(Cl)cc1)c1ccc(OCC(O)CN2CCOCC2)cc1 (centres undefined) | 16.4µM* | 4.4% | 23.1µM*
Cc1ccc(C2C(C#N)=C(N)Oc3c2c(=O)n(C)c(=O)n3C)cc1 (centres undefined) | -9.1% | -2.1% | -5.4%
O=C(NC1CCCc2c1cnn2-c1ccccc1F)c1ccncc1 (centres undefined) | 5.8µM* | · | 10.3µM*
Cc1ccc(C(C(=O)NC2CCCC2)N2CCCC(C)C2)cc1 (centres undefined) | ? | 2.2% | -9.7%
COc1ccccc1-c1noc(-c2ccc(NC3CCCCC3)c([N+](=O)[O-])c2)n1 | ? | 8.6% | ?
Cc1csc2c(N3CCN(C(=S)Nc4ccc(F)cc4F)CC3)ncnc12 | ? | 2.6% | ?
C=CCn1c(SCC(=O)Nc2c(C)cccc2C)nnc1-c1cnccn1 | -6.0% | -1.0% | -15.3%
O=C(CCc1nnc(CCCc2ccccc2)o1)NC(C1CC1)C1CC1 | -20.2% | 1.2% | -0.8%
Cc1ccc2nc(-c3ccc(NC(=O)CN4C(=O)c5ccccc5C4=O)cc3)sc2c1 | ? | -1.8% | ?
CCOC(=O)c1cc(NC(=O)NC2CCCCC2)c(C)nc1C | -20.6% | 0.6%[0.0935 µM] | -13.4%
O=C(Cn1cnc2c(nnn2Cc2ccc(Cl)cc2)c1=O)N1CCCc2ccccc21 | ? | 2.6% | ?
Cc1c(Cl)cccc1NC(=O)Nn1cnnc1 | 1.5% | 2.7%[56.1 µM] | -4.7%
Cn1c(N)c(C(=O)COC(=O)/C=C/c2cccc(C(F)(F)F)c2)c(=O)n(C)c1=O | -25.4% | 0.0%[56.1 µM] | -18.0%
COc1ccc(S(=O)(=O)Nc2ccc(N3CCOCC3)nc2)cc1 | ? | 8.2% | -18.7%
CC1CCCC/C1=N\Nc1ccc(S(N)(=O)=O)cc1[N+](=O)[O-] (centres undefined) | ? | 2.8% | ?
Cc1ccc(C(=O)NC(=S)Nc2ccc(-c3ccc(CO)o3)cc2)cc1 | 10.3µM* | 0.0% | ?
Cn1c(=O)c2c(c3ccccc31)OC(=O)CC2c1ccc(C(F)(F)F)cc1 (centres undefined) | -9.3% | 7.1% | 26.2%

Already shown: eleven of the compounds above.
SMILES | DT40 TDP1 no CPT | TDP1 inh | TDP1 cell CPT
C=CCn1c(SCC(=O)Nc2c(C)cccc2C)nnc1-c1cnccn1 | -6.0% | -1.0% | -15.3%
O=C(CCc1nnc(CCCc2ccccc2)o1)NC(C1CC1)C1CC1 | -20.2% | 1.2% | -0.8%
Cc1ccc2nc(-c3ccc(NC(=O)CN4C(=O)c5ccccc5C4=O)cc3)sc2c1 | ? | -1.8% | ?
CCOC(=O)c1cc(NC(=O)NC2CCCCC2)c(C)nc1C | -20.6% | 0.6%[0.0935 µM] | -13.4%
O=C(Cn1cnc2c(nnn2Cc2ccc(Cl)cc2)c1=O)N1CCCc2ccccc21 | ? | 2.6% | ?
Cc1c(Cl)cccc1NC(=O)Nn1cnnc1 | 1.5% | 2.7%[56.1 µM] | -4.7%
Cn1c(N)c(C(=O)COC(=O)/C=C/c2cccc(C(F)(F)F)c2)c(=O)n(C)c1=O | -25.4% | 0.0%[56.1 µM] | -18.0%
COc1ccc(S(=O)(=O)Nc2ccc(N3CCOCC3)nc2)cc1 | ? | 8.2% | -18.7%
CC1CCCC/C1=N\Nc1ccc(S(N)(=O)=O)cc1[N+](=O)[O-] (centres undefined) | ? | 2.8% | ?
Cc1ccc(C(=O)NC(=S)Nc2ccc(-c3ccc(CO)o3)cc2)cc1 | 10.3µM* | 0.0% | ?
Cn1c(=O)c2c(c3ccccc31)OC(=O)CC2c1ccc(C(F)(F)F)cc1 (centres undefined) | -9.3% | 7.1% | 26.2%

Compound activity (PubChem)
